USP1-UAF1 inh: inhibitors of human USP1/UAF1 deubiquitinase. O94782. recombinant USP1/UAF1, Ub-Rhodamine cleavage fluorescence. Potency, µM (series often up to 57.1 µM), inactives show at the top dose activity change, negative = inhibition, hits mostly inhibitors. actives 0.23% (n = 390,000). AID 743255; also: potency is read from the fitted curve at half-maximal effect; % is scaled to controls: 0 for no effect and ±100 for the full control effect; nearly all actives have a fitted effect of over 60% in size; inactives centre near -12
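USP1/UAF1 complex (1 nM) preincubated 15 min at room temperature with compound, then Ub-Rho substrate (150 nM final) added. Kinetic fluorescence at 480/540 nm over 6 reads at 60 s intervals; 50 mM HEPES pH 7.8, 0.5 mM EDTA, 0.1 mg/ml BSA, 1 mM TCEP, 0.01% Tween-20.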
LDHA inh: blocks human lactate dehydrogenase A; P00338; purified LDHA, NADH/diaphorase-resazurin fluorescence; hits give low values; activity change, % (values are at about 110 or 230 µM); actives 0.15% (n = 480,000); AID 1347041; in the data active = activity change below about -30%; inconclusive = mostly about -25% to -30%;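 also: plate controls were DMSO wells for no effect and wells without enzyme for full effect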
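Enzyme activity of human lactate dehydrogenase 5 (2 nM; 0.06 mM NADH, 0.2 mM pyruvate, 5 min, RT) is measured via a resazurin/diaphorase fluorescence readout of residual NADH.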
TrxR1 substrate: is turned over as a substrate by rat TrxR1. Potency, µM (top dose mostly 114 µM), inactives show top-dose activity change, negative = substrate turnover. O89049. AID 588456. purified TrxR1 substrate turnover, NADPH consumption readout. actives 0.01% (n = 390,000); also: potency is read from the fitted curve at half-maximal effect; % is scaled to controls: 0 for no effect and ±100 for the full control effect; nearly all actives have a fitted effect of over 50% in size
Target sequence (O89049 whole entry, looked up): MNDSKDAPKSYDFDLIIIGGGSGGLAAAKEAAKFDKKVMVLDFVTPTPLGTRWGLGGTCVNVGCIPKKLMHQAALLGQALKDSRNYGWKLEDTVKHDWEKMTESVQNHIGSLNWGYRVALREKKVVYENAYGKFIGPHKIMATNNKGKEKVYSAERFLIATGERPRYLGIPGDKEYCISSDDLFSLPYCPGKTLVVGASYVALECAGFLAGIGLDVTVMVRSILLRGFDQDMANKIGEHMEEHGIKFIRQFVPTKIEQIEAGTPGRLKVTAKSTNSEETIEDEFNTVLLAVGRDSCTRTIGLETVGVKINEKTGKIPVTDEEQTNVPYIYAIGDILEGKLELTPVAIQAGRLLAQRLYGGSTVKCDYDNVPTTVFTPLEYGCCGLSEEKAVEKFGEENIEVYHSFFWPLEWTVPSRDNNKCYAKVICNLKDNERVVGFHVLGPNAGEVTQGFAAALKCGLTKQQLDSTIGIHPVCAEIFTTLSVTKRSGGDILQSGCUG
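Rat TrxR1, dispensed at 90 nM, was prereduced with 400 uM NADPH (final) for 5 min at ~22 deg C, then incubated with compound 15 min before 400 uM selenite. A first-read NADPH fluorescence drop versus no-compound background flagged substrates.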
RGS4 inhibitor: human RGS4 inhibition | P49798 | AID 504845 | Potency, µM (titrated, usually from 114 µM), for inactives: at the top dose activity change, negative = inhibition, most hits filed as inhibitors | Transcreener GDP fluorescence polarization, RGS4-accelerated GTP hydrolysis | actives 0.039% (n = 390,000); also: potency is read from the fitted curve at half-maximal effect; % is scaled to controls: 0 for no effect and ±100 for the full control effect; nearly all actives have a fitted effect of over 75% in size; some results filed as inactive show a strong effect at the top dose
Target sequence (P49798 whole entry, looked up): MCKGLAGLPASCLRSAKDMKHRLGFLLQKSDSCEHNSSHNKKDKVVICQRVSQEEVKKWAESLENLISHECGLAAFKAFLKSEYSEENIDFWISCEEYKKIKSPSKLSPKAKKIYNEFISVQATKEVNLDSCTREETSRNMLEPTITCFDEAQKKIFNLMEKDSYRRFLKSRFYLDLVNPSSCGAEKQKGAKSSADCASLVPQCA
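MLSMR compounds (23 nl, pin-transferred) preincubated 10 min at room temperature with a 500nM (2x) first reagent, then RGS4 at 900nM (2x) plus Transcreener GDP mix added; fluorescence polarization (620/688 nm) read before and after 90 min at 30 °C.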
mIDH1 inhibitor: inhibitors of human mutant IDH1 R132H; Potency, µM (highest dose often 76.6 µM), for inactives: at the top dose activity change, negative = inhibition, hits mostly inhibitors; IDH1-R132H enzyme, NADPH consumption, diaphorase/resazurin fluorescence; actives 0.093% (n = 390,000); O75874; also: potency is read from the fitted curve at half-maximal effect; % is scaled to controls: 0 for no effect and ±100 for the full control effect; nearly all actives have a fitted effect of over 65% in size
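IDH1-R132H (0.5 ug/mL) preincubated 30 min with compound, then NADPH (0.016 mM) and alpha-KG (2 mM) added; 80 min at RT, pH 7.5. Remaining NADPH coupled via diaphorase/resazurin to fluorescence (540/590 nm); concentration-response curves normalized to no-enzyme control.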
Vif-APOBEC3G blk: blocks the Vif interaction with human APOBEC3G; Q9HC16; HeLa A3G-eYFP + Vif (tagged APOBEC3G with the HIV-1 protein that degrades it), YFP fluorescence, overnight; Potency, µM (titrated, usually from 46.1 µM), without a hit: at the highest dose activity, negative = active, hits mostly inhibitors; actives 0.076% (n = 410,000);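 also: potency is read from the fitted curve at half-maximal effect; % is scaled to controls: 0 for no effect and ±100 for the full control effect; nearly all actives have a fitted effect of over 60% in size; hits raise eYFP signal because A3G escapes Vif-driven loss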
Target sequence (Q9HC16 whole entry, looked up): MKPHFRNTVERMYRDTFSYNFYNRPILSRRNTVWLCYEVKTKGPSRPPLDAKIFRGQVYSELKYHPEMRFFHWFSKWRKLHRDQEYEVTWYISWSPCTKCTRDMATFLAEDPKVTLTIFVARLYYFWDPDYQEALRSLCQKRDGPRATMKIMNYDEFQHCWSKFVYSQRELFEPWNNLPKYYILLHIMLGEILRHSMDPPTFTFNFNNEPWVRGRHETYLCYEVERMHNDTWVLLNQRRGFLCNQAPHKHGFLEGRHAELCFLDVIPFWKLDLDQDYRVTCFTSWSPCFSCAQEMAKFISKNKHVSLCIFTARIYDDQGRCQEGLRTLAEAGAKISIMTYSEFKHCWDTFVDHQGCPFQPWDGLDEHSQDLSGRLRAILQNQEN
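Read-out is eYFP fluorescence (Ex 488/Em 500-530) from Vif-expressing HeLa A3G-eYFP cells; more signal means A3G escaped Vif-mediated degradation. Cells plated overnight, compound pinned in, incubated overnight at 37 deg C.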
Glioma ERSR ind: inducers of ER stress response in human glioma cells. U87-MG GRP78 promoter luciferase reporter, 16 h. Potency, µM, inactives show top-dose activation, most hits filed as activators. actives 0.02% (n = 420,000). AID 602332; also: potency is read from the fitted curve at half-maximal effect; series mostly up to about 76 µM; % of control where 0% means no effect; nearly all actives have a fitted effect of over 35% in size
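Stably transfected U87-MG human glioma cells carrying a GRP78-based luminescent sensor were seeded at 1000 cells/well, pin-dosed with compounds and incubated 16 h. Luciferase reagent was then added, and end-point luminescence was read after 10 min at room temperature.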
rTrxR1 inhibitor: rat TrxR1 inhibition | actives 1% (n = 390,000) | AID 588453 | Potency, µM (top dose mostly 114 µM), for inactives: at the highest dose activity change, negative = inhibition, most hits filed as inhibitors | recombinant rTrxR1, NADPH fluorescence consumption, selenite substrate | O89049; also: potency is read from the fitted curve at half-maximal effect; % is scaled to controls: 0 for no effect and ±100 for the full control effect; nearly all actives have a fitted effect of over 65% in size
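Rat TrxR1 (90 nM in the dispensed reagent) was pre-reduced with 400 uM NADPH for 5 min at room temperature, then incubated with compound for 15 min. After 400 uM selenite was added, NADPH fluorescence (Ex 340/Em 450 nm) was followed for 8 min.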
Vif-APOBEC3F blk: inhibitors of Vif-A3F interaction. HeLa A3F-eYFP + Vif (tagged APOBEC3F with the HIV-1 protein that degrades it), YFP fluorescence increase. Potency, µM (series often up to 46.1 µM), for the others: at the highest dose activity, negative = active. actives 0.2% (n = 390,000); also: potency is read from the fitted curve at half-maximal effect; % of control where 0% means no effect; nearly all actives have a fitted effect of over 65% in size
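HeLa cells stably expressing A3F-eYFP plus Vif, plated and incubated overnight at 37 deg C, then exposed to compounds overnight at 37 deg C. Blocked degradation read as raised yellow fluorescence (Ex 488/Em 500-530).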
* hit, by the source's call; ? = inconclusive; / = not tested or not shown; [ ] = another dose, or the depositor's remark. Unless noted, calls follow the shape of the dose curve; as a rule, active = well fitted curve in the direction sought with a large enough effect; inconclusive = small, poorly fitted or top-dose-only effect, or another doubt; inactive = no such curve, though single readings can be large; an effect the other way counts as inactive or inconclusive. This is a subset; the hit share may differ from the screen's.

SMILES	USP1-UAF1 inh	LDHA inh	TrxR1 substrate	RGS4 inhibitor	mIDH1 inhibitor	Vif-APOBEC3G blk	Glioma ERSR ind	rTrxR1 inhibitor	Vif-APOBEC3F blk
CCOC(=O)c1ccc(NC(=O)CSc2nc(N)c(NC(=O)c3ccc(Br)o3)c(=O)[nH]2)cc1	-22%	-9	6%	-30%	7%	2%	-3%	16%	3%
COC(=O)c1sc(SC)c(S(=O)(=O)C(C)C)c1N	-19%	-4	-2%	-11%	5%	-1%	-2%	13%	-17%
NS(=O)(=O)c1ccc(NC(=S)Nc2ccn(Cc3cccc4ccccc34)n2)cc1	?	-5	-1%[57.1 µM]	-29%	-2%	-14%	-9%	13µM*	-3%
O=C(O)C(Cc1ccccc1)N1C(=O)c2cccc3cccc(c23)C1=O (stereo not drawn)	-21%	-3	6%[57.1 µM]	21%	19%	1%	1%	14%[57.1 µM]	10%
CN(c1ncnc(N)c1[N+](=O)[O-])C1CCCCC1	0%	-3	-4%	-15%	7%	3%	-4%	?	9%
CCOC(=O)c1cccc(NC(=O)c2ccc3c(c2)nnn3CC)c1	-13%	-5	-6%[57.1 µM]	10%	-8%	0%	1%	-2%[57.1 µM]	3%
O=C(c1ccc([N+](=O)[O-])o1)N1CCN(Cc2ccccc2)CC1	-13%	4	10%[2.29 µM]	-10%	18%	4%	-1%	?	-19%
COc1ccc(C2Nc3ccc(NC(=O)CO)cc3C(=O)N2Cc2cccc(Cl)c2)cc1COc1ccc(NC(C)=O)cc1 (stereo not drawn)	/	5	12%	-12%	/	/	/	-2%	/
Cc1ccc(NC(=O)CCN2CCN(C)CC2)cc1	1%	-1	-4%	6%	-10%	0%	0%	6%	-15%
Cc1noc(C)c1NC(=O)N(C)C[C@@H]1Oc2ccc(NC(=O)CCC(F)(F)F)cc2CC(=O)N([C@@H](C)CO)C[C@@H]1C	2%	-5	8%[57.1 µM]	-7%	1%	-1%	-3%	1%[57.1 µM]	7%
Cc1cccc(NC(=O)CN2C(=O)c3cccc4cccc2c34)c1C	-16%	0	13%	1%	-8%	-4%	-1%	21%	-8%
O=C(Cn1cnc2ccccc2c1=O)N(Cc1ccco1)c1ccc(O)cc1	-4%	-4	10%	8%	-1%	-1%	-2%	21%	-10%
CCc1ccc(C2=C(C)C(N3CCC(C(=O)Nc4cccc(OC)c4)CC3)=NS2(=O)=O)cc1	-20%	-8	-1%[57.1 µM]	3%	/	/	/	15%[57.1 µM]	/
Cc1ccc(CNC(=O)Cc2ccc(-n3c(=O)[nH]c4ccsc4c3=O)cc2)cc1	0%	0	-6%	-8%	-4%	?	-3%	2%	-2%
C/C(CC(C)C)=N/Nc1ccc([N+](=O)[O-])cc1[N+](=O)[O-]	-21%	0	-3%	18%	-1%	1%	0%	8%	-7%
COc1ccc(CCNC(=O)c2ccc3c(c2)nc2n3CCC(C)C2)cc1OC (stereo not drawn)	?	-17	-4%[57.1 µM]	30%	-8%	6%	-5%	15%[57.1 µM]	1%
Cc1ccc(-n2nc3c(c2NC(=O)c2ccc4c(c2)OCO4)CS(=O)C3)c(C)c1 (stereo not drawn)	-5%	-7	-1%	12%	-1%	0%	-2%	10%	-21%
CC(=O)c1ccc(NC(=O)CCn2cccn2)cc1	-3%	1	2%[57.1 µM]	9%	-4%	2%	-3%	4%[57.1 µM]	1%
COc1ccccc1OCC#CCNC1CCCCC1C (stereo not drawn)	-12%	-6	-2%	-14%[56.9 µM]	2%	2%	-4%	20%	-11%
Clc1ccc2c(NCc3ccccn3)ccnc2c1	3%	-1	1%	-14%	-11%	-6%	-2%	4%	-5%
CCOC(=O)c1nnsc1N	-21%	-5	4%	1%	0%	-4%	-2%	14%	-6%
O=C(C[N+]12CN3CN(CN(C3)C1)C2)c1ccc(Cl)cc1	/	-6	5%[0.0914 µM]	/	/	-11%	1%	-7%	/
CC(C)NS(=O)(=O)c1cc(C(F)(F)F)ccc1/C=C/C(=O)O	/	/	2%	/	/	-1%	-3%	?	/
COc1ccc(OC)c(-c2nnc(-c3ccc(C)o3)o2)c1	-15%	5	203%[activator]	-10%	7%	-5%	6%	?	-4%
COc1ccc(-n2cc(-c3ccccc3)c3c(=S)nc[nH]c32)cc1	-2%	-6	-4%	29%	5%	0%	-5%	22%	-4%
Cc1cc(=O)n(C)c(=O)n1CCCCCOc1cccc([N+](=O)[O-])c1	-16%	-12	1%	3%	20%	1%	-3%	9%	2%
Cc1c(CC(=O)O)c(=O)oc2c(C)c(OCc3ccccc3Br)ccc12	-19%	-12	111%[activator]	-27%	-3%	2%	-7%	15%	-3%
CCCc1cc(=O)[nH]c(SCC(=O)Nc2cc(C)on2)n1	-21%	-1	8%	-6%	0%	11%	0%	18%	-3%
Cc1cc(Br)cc(Cl)c1OC(=O)c1ccncc1	-13%	-7	-3%	3%	-7%	1%	-2%	5%	-9%
N=c1c2c(n(Cc3ccc(F)cc3)c3c1CCC3)CCC2	3%	-1	0%	17%	-3%	0%	-3%	3%	6%
CC1CN(C(=O)c2ccccc2)c2ccccc2NC1=O (stereo not drawn)	-2%	0	4%[0.457 µM]	8%	-1%	2%	-5%	8%	-10%
CCO[C@@H]1OC(C(=O)NCc2ccccc2)=C[C@H](c2coc3ccccc3c2=O)[C@H]1CCCO	-25%	-5	2%	-4%	-5%	0%	-5%	5%	1%
COc1ccc(OC)c(S(=O)(=O)NCC(c2ccco2)N2CCc3ccccc32)c1 (stereo not drawn)	-1%	3	-1%	-5%	-2%	2%	-5%	4%	-9%
C[C@@H]1CN([C@@H](C)CO)C(=O)CCCn2nncc2CO[C@H]1CN(C)C(=O)NC1CCCCC1	-21%	0	/	/	5%	-1%	-5%	/	-9%
O=C(c1ccc(F)cc1)N1CCC(C(=O)N2CCN(Cc3ccc4c(c3)OCO4)CC2)CC1	-9%	-3	-4%	-4%	10%	0%	-5%	-10%	-4%
COc1ccc(S(=O)(=O)N(CC(=O)N(C)Cc2ccccc2)c2ccc(Cl)cc2)cc1	-34%	0	5%	-15%	10%	0%	-3%	17%	0%

Next part, overlapping the part above by two compounds.
SMILES	USP1-UAF1 inh	LDHA inh	TrxR1 substrate	RGS4 inhibitor	mIDH1 inhibitor	Vif-APOBEC3G blk	Glioma ERSR ind	rTrxR1 inhibitor	Vif-APOBEC3F blk
O=C(c1ccc(F)cc1)N1CCC(C(=O)N2CCN(Cc3ccc4c(c3)OCO4)CC2)CC1	-9%	-3	-4%	-4%	10%	0%	-5%	-10%	-4%
COc1ccc(S(=O)(=O)N(CC(=O)N(C)Cc2ccccc2)c2ccc(Cl)cc2)cc1	-34%	0	5%	-15%	10%	0%	-3%	17%	0%
CC(=O)C1C(c2ccccc2)c2c(n[nH]c2C)CC1(C)O (stereo not drawn)	-12%	-4	-1%	-10%	-2%	4%	3%	-7%	-4%
COc1ccc(OC)c(Nc2nc(NCCO)c3ccccc3n2)c1	-32%	-4	2%	3%	4%	9%	-4%	8%	-69%
CCN(CC)C(=O)c1nc[nH]c1C(=O)N1CCN(c2ccccc2)CC1	?	-10	4%	-5%	13%	-27%	8%	10%	0%
CCN(c1ccccc1)S(=O)(=O)c1ccc(N)cc1	-14%	1	-3%	-20%	0%	0%	-4%	-12%	-5%
CC(C)C#Cc1ccc2c(c1)O[C@@H](CN(C)S(=O)(=O)c1cn(C)cn1)[C@@H](C)CN([C@H](C)CO)S2(=O)=O	-25%	?	/	/	-13%	0%	0%	/	-2%
O=C(CN1CC(c2ccccc2)CC1=O)OCc1cccc(Br)c1 (stereo not drawn)	-6%	-14	-11%	27%	11%	1%	-3%	-11%	0%
CCOc1c(C)cnc2c1c(=O)n(Cc1c(F)cccc1Cl)c(=O)n2C	-1%	1	-7%	21%	-9%	1%	0%	1%	?
O=S(=O)(Nc1ccc2nc(-c3cccc(Cl)c3)oc2c1)c1ccccc1	-29%	-7	12%	8%	/	/	/	27%	/
CCn1c(=O)c(C(=O)NNC(=O)c2ccccc2)c(O)c2ccccc21	-12%	3	4%	-8%	3%	5%	-1%	9%	-20%
CC1(c2ccc([N+](=O)[O-])cc2)NC(=O)NC1=O (stereo not drawn)	4%	-2	-1%	0%	-1%	0%	-3%	4%	4%
COc1cc(C(=O)NCC(c2ccc(N(C)C)cc2)N2CCc3ccccc32)cc(OC)c1OC (stereo not drawn)	-19%	-5	-2%[57.1 µM]	14%	-14%	7%	-4%	-14%[57.1 µM]	3%
CN(CC(=O)Nc1ccc(Cl)cc1)C(=O)c1sccc1-c1ccccc1	-15%	1	-1%	-9%	5%	3%	-2%	18%	-11%
CC1=C(C(=O)OCC2CCCO2)C(c2coc3ccccc3c2=O)C2=C(CC(C)(C)CC2=O)N1 (stereo not drawn)	5%	-3	-2%[57.1 µM]	-4%	3%	0%	-3%	23%[57.1 µM]	-4%
CCCCCCSc1ccc([C@H]2N[C@@](CC(C)C)(C(=O)OC)[C@H]3C(=O)N(CC)C(=O)[C@@H]23)cc1	-10%	-6	3%[57.1 µM]	-10%	8%	0%	-3%	23%[57.1 µM]	4%
O=C(c1c(F)cccc1Cl)N1CCN(c2ccccn2)CC1	-12%	4	22%	-24%	0%	-1%	-2%	44%[activator]	9%

Screening data as filed in PubChem BioAssay.
